Bioassay records as filed in PubChem BioAssay.
p97 ATPase inh – inhibitors of human p97 ATPase | P55072 | recombinant p97 ATPase, Kinase-Glo ATP luminescence, 3 h | inhibition, % at 8 µM | 220,000 compounds, 0.42% hits; in the data active means inhibition above about 15%;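 further: 0% = DMSO vehicle and 100% = wells lacking enzyme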
Mdm2 ligase inh – blocks human Mdm2 ubiquitin ligase activity. cell-based MDM2 ubiquitination luciferase reporter, 2 h; 0 = plate control, 100 = twice control, blank-subtracted. signal enhancement, % at 5 µM. 210,000 compounds, 0.11% hits. AID 1230;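 active means signal enhancement of 30% or more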;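 further: luminescence tracks abundance of the self-degrading MDM2-luciferase fusion protein; higher signal means inhibition of MDM2 E3 ligase activity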
Target sequence (Q00987 whole entry, looked up, the tested form may be a part): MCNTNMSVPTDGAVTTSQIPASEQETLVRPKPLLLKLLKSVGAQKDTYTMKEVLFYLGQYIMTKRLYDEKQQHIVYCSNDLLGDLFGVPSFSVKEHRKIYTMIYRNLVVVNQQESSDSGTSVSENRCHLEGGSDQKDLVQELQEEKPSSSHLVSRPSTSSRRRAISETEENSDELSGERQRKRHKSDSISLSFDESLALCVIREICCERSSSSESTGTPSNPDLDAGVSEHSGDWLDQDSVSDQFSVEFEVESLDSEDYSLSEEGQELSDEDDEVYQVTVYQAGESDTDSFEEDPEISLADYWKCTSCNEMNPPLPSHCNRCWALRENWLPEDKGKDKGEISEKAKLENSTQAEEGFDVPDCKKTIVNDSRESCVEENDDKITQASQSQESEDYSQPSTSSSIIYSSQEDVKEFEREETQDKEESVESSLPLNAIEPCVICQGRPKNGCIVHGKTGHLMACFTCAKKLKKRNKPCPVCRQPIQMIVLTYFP
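Timing – 2 h compound exposure at 37 °C · Assay system – mammalian cells stably expressing self-ubiquitinating, self-degrading MDM2 E3–luciferase fusion · Amount – 2000 cells seeded into each well · Measure – % luminescence enhancement versus blank-corrected plate control mean · Measured by – SteadyLite luminescence, 15 min reagent step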
NPY-Y1 antag – antagonists of human neuropeptide Y receptor Y1. P25929. HEK293-CNG Y1 cells, membrane potential fluorescence; NPY at EC95, then isoproterenol. inhibition, % at 3.6 µM. 200,000 compounds, 1% hits;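 active means inhibition above the campaign mean inhibition of all tested compounds plus 3 SD, cut at about 20% in these data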;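 further: 0% = DMSO wells given NPY plus isoproterenol and 100% = isoproterenol alone without NPY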
Target sequence (P25929 whole entry, looked up): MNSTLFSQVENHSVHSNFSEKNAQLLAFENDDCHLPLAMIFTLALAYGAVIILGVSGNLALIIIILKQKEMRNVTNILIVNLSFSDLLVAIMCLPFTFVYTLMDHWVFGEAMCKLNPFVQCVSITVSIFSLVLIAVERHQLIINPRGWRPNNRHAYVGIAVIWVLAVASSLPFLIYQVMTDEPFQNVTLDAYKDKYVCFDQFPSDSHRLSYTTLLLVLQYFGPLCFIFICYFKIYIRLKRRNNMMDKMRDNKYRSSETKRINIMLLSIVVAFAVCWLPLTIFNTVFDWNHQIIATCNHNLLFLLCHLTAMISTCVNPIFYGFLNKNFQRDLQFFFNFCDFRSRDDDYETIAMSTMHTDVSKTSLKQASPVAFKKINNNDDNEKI
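Assay system: HEK293 cells with Y1 receptor plus CNG channel | Probe or stimulus: NPY (25 nM), isoproterenol (1 µM), Ro 20-1724 (25 µM) | Timing: Compound incubation 1 h at room temperature, readout 45 min post-stimulation | Measured by: Membrane-potential fluorescent dye readout | Benchmarks: High control isoproterenol alone, low control NPY with isoproterenol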
NPY-Y2 PAM-ag – potentiators or agonists of human neuropeptide Y receptor Y2. P49146. 220,000 compounds, 0.45% hits. cells expressing NPY-Y2, potentiator/agonist read-out. activation, % at 3.6 µM; in the data active means activation above about 27%;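 further: cells stimulated with NPY near EC25 plus isoproterenol at EC100; 0% = vehicle plus submaximal agonist and 100% = vehicle plus saturating agonist; some results beyond the cut were filed as inactive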
NPY-Y1 PAM-ag – potentiators or agonists of human neuropeptide Y receptor Y1 | P25929 | NPY-Y1 expressing cells, potentiator/agonist activation | activation, % at 3.6 µM | 220,000 compounds, 0.37% hits; in the data active means activation above about 33%, passing the limit was not always enough;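 further: cells stimulated with NPY at EC10 then isoproterenol at EC100; 0% = low agonist plus stimulus and 100% = saturating agonist plus stimulus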
Runt-SMMHC FRET – Runt domain-CBFb-SMMHC interaction inhibition. 220,000 compounds, 0.74% hits. Q01196+Q13951. AID 1434. Cerulean-Runt/Venus-CBFb-SMMHC FRET ratio 530/480, 1 h. inhibition, % at 20 µM;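 active means mean inhibition across duplicate retests at 20 µM reaching about 50%, limit read from the data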;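 further: 0% = DMSO wells and 100% = wells with excess untagged CBFb-SMMHC; inhibitors lower the FRET ratio by blocking Runt binding to CBFb-SMMHC; some results filed as inactive read as strong as hits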
Runt-CBFb FRET – inhibitors of human RUNX1 Runt domain binding to CBFb. Q01196+Q13951. Cerulean-Runt/Venus-CBFb FRET ratio 530/480, 1 h. inhibition, % at 20 µM. 220,000 compounds, 0.46% hits. AID 1496;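 active means inhibition over about 50% at 20 µM in the single-dose screen, limit read from the data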;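 further: 0% = DMSO wells and 100% = excess unlabeled CBFb competitor control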
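Assay system: Cerulean-Runt domain fusion protein, energy donor; Signal: fluorescence energy transfer, 422 nm excitation, 530/480 nm emission; Timing: 1 h compound exposure, room temperature; Control set: unlabeled CBFb; Medium: Tris buffer pH 7.5 with salts and BSA; Compound: single test concentration of 20 µM, 1% DMSO final; Probe or stimulus: Venus-CBFb 100 nM.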
RBBP9 inhibitor – human RBBP9 hydrolase inhibition. inhibition, % at 7.94 µM. recombinant RBBP9, FP-Rh probe fluorescence polarization. O75884. 220,000 compounds, 0.2% hits. AID 1515;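 active means inhibition above the campaign mean of all tested compounds plus 3 SD, cut at about 14% in these data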;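 further: plate controls were DMSO wells with RBBP9 for no effect and wells lacking RBBP9 protein for full effect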
Target sequence (O75884 whole entry, looked up): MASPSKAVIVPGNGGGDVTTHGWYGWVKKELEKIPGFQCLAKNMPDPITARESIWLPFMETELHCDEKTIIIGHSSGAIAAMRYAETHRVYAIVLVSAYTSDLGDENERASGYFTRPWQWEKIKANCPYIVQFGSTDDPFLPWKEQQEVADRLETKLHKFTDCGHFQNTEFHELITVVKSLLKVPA
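Measured by: FP readout at 525/598 nm; material: recombinant human RBBP9; also added: Serine-hydrolase probe FP-Rh, 375 nM pre-mixing; medium: Tris buffer pH 8.0, NaCl, Pluronic; replication: one well per compound; doses: one concentration, 7.94 µM nominal, 0.794% DMSO; timing: preincubation 30 min plus labeling 45 min at 25 °C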
Hck-Nef inh – human Hck-Nef kinase inhibition; P08631; Recombinant Hck-YEEI plus Nef, Z-Lyte FRET kinase assay; 220,000 compounds, 0.68% hits; inhibition, % at 20 µM;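 active means Hck-Nef kinase inhibition above about 50%, limit read from the data; inactive means inhibition below that limit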;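 further: 0% = DMSO with Hck plus Nef and 100% = Hck alone without Nef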
The depositor's hits bear a star; x = no result given.

SMILES | p97 ATPase inh | Mdm2 ligase inh | NPY-Y1 antag | NPY-Y2 PAM-ag | NPY-Y1 PAM-ag | Runt-SMMHC FRET | Runt-CBFb FRET | RBBP9 inhibitor | Hck-Nef inh
Cc1cc(C)nc(SCc2ccc3nonc3c2)n1 | -2 | -5 | 3 | 3 | -6 | -6 | 3 | -5 | 1
O=C(Oc1ccccc1N1C(=O)CCC1=O)c1ccco1 | 1 | 20 | 5 | 2 | -4 | 4 | x | -11 | 2
CCCCCCCOC(=O)c1nc(Cl)c(Cl)c(N)c1Cl | -5 | -10 | 1 | -2 | -14 | 4 | -3 | -2 | 1
O/N=C\c1cccn1-c1nccs1 | 4 | -8 | -7 | -3 | -10 | 0 | 2 | 0 | 23
CC(C)(C)OC(=O)N[C@@H](Cc1ccccc1)c1nnc(SCC(=O)c2ccc(Cl)cc2)o1 | -2 | -26 | -4 | -2 | 12 | 2 | -4 | -12 | 3
COc1ccccc1CC(=O)Nc1cccc(C(=O)Nc2nccs2)c1 | 13 | -11 | x | -3 | 5 | -7 | 3 | -3 | -2
CN(Cc1cn(C)nc1-c1ccc(Oc2ccccc2)cc1)Cc1cnc2ccccn12 | -1 | 2 | -5 | -19 | 0 | -3 | -9 | 4 | 5
Cc1nn(Cc2c(F)c(F)c(F)c(F)c2F)c(C)c1NC(=O)c1ccc(COc2ccc(F)cc2)o1 | -1 | -10 | 2 | 2 | -2 | -5 | x | -3 | -1
O=[N+]([O-])c1cccc(-n2nnnc2CN2CCCCCC2)c1 | -2 | -14 | 0 | -1 | 12 | -3 | 0 | -4 | 1
CCOc1ccc2nc(NC(=O)C3CCCN(S(=O)(=O)c4c(C)noc4C)C3)sc2c1 (stereo unspecified) | x | 2 | x | x | x | -7 | 3 | x | 19
CCOC(=O)c1ccc(N2C(=O)CC(N3CCCC(C)C3)C2=O)cc1 (stereo unspecified) | 2 | -3 | -2 | 6 | 22 | -2 | 6 | 9 | 0
Cc1c(S(=O)(=O)N2CCN(C(=O)c3ccco3)CC2)c(=O)n(C)c(=O)n1C | -5 | -7 | 8 | 16 | -4 | 35 | -1 | -8 | -1
Cc1ccc(Sc2ncccc2COC(=O)NC(C)C)cc1 | 4 | -1 | 5 | -2 | 9 | -6 | -1 | -5 | 30
Cc1nnc(SC(C)C(=O)Nc2ccc(S(=O)(=O)N3CCCCCC3)cc2)s1 (stereo unspecified) | 2 | -5 | -5 | 23 | -33 | -5 | -1 | -1 | 1
C=CCOC(=O)c1ccc(-n2cnc(C)n2)nc1 | 4 | -24 | -4 | 2 | -1 | 4 | -1 | -3 | 20
CC(=O)Nc1ccc(S(C)(=O)=O)c(C)c1 | 2 | -6 | 7 | 11 | 17 | 0 | 1 | 0 | 4
Cc1cc(NC(=O)c2ccccc2NS(=O)(=O)c2c(C)c(C)cc(C)c2C)no1 | 3 | -17 | 3 | 2 | 18 | -5 | -1 | -4 | -10
Clc1ccc(C=NC23CN4CN(CN(C4)C2)C3)cc1 | 5 | 2 | -5 | 10 | 23 | 2 | 0 | -10 | 2
O=C(c1ccc(S(=O)(=O)N2CCCC2)cc1)N(Cc1ccco1)C1CCS(=O)(=O)C1 (stereo unspecified) | 14 | x | x | 4 | 2 | 1 | 0 | -1 | 15
CCc1ccc(-c2csc3ncn(CC(=O)NCc4ccco4)c(=O)c23)cc1 | 5 | x | x | 19 | 8 | -1 | 0 | -8 | 33
N#CNC(N)=Nc1cccc(Cl)c1 | 4 | -24 | 1 | 3 | -12 | 0 | 0 | -12 | 0
COc1ccccc1NC(=S)N(CCN(C)C)C(C)c1ccncc1 (stereo unspecified) | -4 | x | x | -13 | -17 | 0 | -1 | -1 | 17
Cc1ccc(CNC(=O)C2(c3cccs3)CCOCC2)cc1 | 4 | -13 | 3 | 7 | 0 | -1 | -2 | -4 | 0
N#C/C(=C/c1cn(-c2ccccc2)nc1-c1cccc(OCc2ccccc2)c1)C(=O)NCCCn1ccnc1 | 3 | -3 | 0 | -11 | -45 | -11 | -7 | -7 | 1
COc1ccc(C(CCN)Cc2ccccc2)cc1 (stereo unspecified) | 1 | -3 | 7 | 2 | -7 | -3 | -1 | 2 | -10

Going on with the list.
SMILES | p97 ATPase inh | Mdm2 ligase inh | NPY-Y1 antag | NPY-Y2 PAM-ag | NPY-Y1 PAM-ag | Runt-SMMHC FRET | Runt-CBFb FRET | RBBP9 inhibitor | Hck-Nef inh
CCOC(=O)c1c(-c2ccc(C)o2)csc1NC(=O)CSc1nnc(C)s1 | 1 | 4 | 17 | -22 | -22 | 4 | 25 | -17 | 0
COc1ccc(S(=O)(=O)N2CCN(C)CC2)c2ccccc12 | 4 | -6 | 1 | 5 | 8 | 1 | 0 | -3 | -2
Nc1ccccc1C(=O)Nc1nccs1 | 5 | -9 | 1 | 5 | 8 | 3 | 4 | 0 | 32
COc1ccc(OC)c(NC(=O)c2ccc(CN(c3cc(Cl)ccc3C)S(=O)(=O)c3ccccc3)cc2)c1 | -1 | -6 | -3 | -8 | -5 | 2 | -1 | -2 | 0
O=c1oc2c3c4c(cc2c(C(F)(F)F)c1CCN1CCOCC1)CCCN4CCC3 | -3 | -9 | 0 | -2 | -7 | -132 | -232 | 4 | -8
O=C(c1ccc(CS(=O)(=O)c2ccc(Br)cc2)o1)N1CCN(c2ncccn2)CC1 | 1 | -7 | 1 | -10 | 2 | 0 | 4 | -7 | 1
CCN(C(=O)CSc1nnc(NC2CCCCC2)s1)C1CCS(=O)(=O)C1 (stereo unspecified) | 2 | -12 | 3 | 3 | 10 | -1 | 1 | -6 | 6
Cc1nnc(SCC(=O)Nc2ncc3c(n2)CCCC3=O)s1 | 3 | -4 | -2 | 2 | 11 | 4 | -2 | -1 | 3
CCCC(=O)Nc1ccc2oc(-c3ccncc3)nc2c1 | 1 | -9 | -2 | 0 | -14 | 4 | -1 | -1 | 1
CCOc1ccc(S(=O)(=O)NCc2ccc(OC)cc2)c2cccnc12 | 3 | 7 | -4 | -2 | -30 | -1 | -1 | -3 | 0
Cc1cc(NC(=O)c2n[nH]c(=O)c3ccccc23)ccc1Br | 6 | -1 | x | 16 | -2 | -3 | -3 | -1 | 6
O=C(c1ccc(CS(=O)(=O)Cc2ccc(Cl)cc2)o1)N1CCCC1 | 0 | 0 | 0 | 11 | 8 | 1 | -1 | -4 | -1
N#Cc1ccc(C(=O)Nc2nnc(-c3ccccn3)o2)cc1 | -4 | -17 | 3 | 7 | -5 | 8 | 1 | -7 | 3
S=C(Nc1ccc(Nc2ccccc2)cc1)NC1CCCCCC1 | -6 | -14 | 7 | 3 | 4 | 2 | 3 | -7 | 16
CCOC(=O)C1CCCN(C(=O)c2cc(=O)c3ccccc3o2)C1 (stereo unspecified) | 3 | -3 | -2 | 17 | 11 | 0 | -2 | -2 | 2
COc1cccc(-c2ccc(C#N)c(SCC(=O)NCCc3ccc(Cl)cc3)n2)c1 | 6 | -16 | 2 | 13 | 11 | -10 | 3 | -7 | 1
Cc1ccccc1-n1nnnc1SCC(=O)N(C)C1CCS(=O)(=O)C1 (stereo unspecified) | -1 | -1 | -3 | 5 | -4 | -4 | 1 | -2 | -23
CC(=O)Nc1cccc(/C(C)=N/NC(=O)c2ccccc2Cl)c1 | -1 | -6 | 0 | -4 | -11 | 6 | -1 | -10 | 0
O=C(NC1CCCCC1)NC1(C(=O)NCCCN2CCOCC2)CCCCC1 | 5 | -14 | -5 | 5 | 2 | 1 | 1 | 0 | -3
COc1ccccc1N1CCN(Cc2nc(N)nc(Nc3ccccc3)n2)CC1 | 0 | -11 | 1 | -2 | -11 | 3 | -4 | -5 | 0
O=[N+]([O-])c1cc([N+](=O)[O-])c2c(=Nc3ccccc3)n(-c3ccccc3)n(O)c2c1 | 6 | -12 | -1 | 46* | 28 | 3 | 1 | 7 | 11
CCOC(=O)CC(NC(=O)C(CC)c1ccccc1)c1ccccc1Cl (stereo unspecified) | 1 | -4 | 25* | -3 | -4 | -2 | -1 | -6 | 0
CCOC(=O)c1ccc(NC(=S)N(CCCN2CCN(CC)CC2)Cc2cccs2)cc1 | -3 | -1 | 6 | -6 | 4 | 0 | 2 | -5 | 0
CCOC(=O)c1c(NC(=O)COc2cccc3c2CCN(CC)C3=O)sc2c1CCC2 | 3 | -3 | 2 | 4 | 9 | -2 | -5 | -7 | 8
COc1cc(S(=O)(=O)N2CCC(C(N)=O)CC2)c(C)cc1C | 0 | -6 | 0 | 4 | 11 | -4 | 0 | -1 | 6

New compounds follow:
SMILES | p97 ATPase inh | Mdm2 ligase inh | NPY-Y1 antag | NPY-Y2 PAM-ag | NPY-Y1 PAM-ag | Runt-SMMHC FRET | Runt-CBFb FRET | RBBP9 inhibitor | Hck-Nef inh
COC(=O)c1ccccc1NC(=O)CS(=O)(=O)Cc1nc(-c2ccc(C)cc2)oc1C | 4 | -16 | 2 | -15 | 10 | -3 | -3 | -8 | 3
Cc1onc(-c2c(Cl)cccc2Cl)c1COC(=O)c1ccc([N+](=O)[O-])cc1 | 4 | -8 | x | 8 | 8 | 0 | 1 | 7 | 5
C=CC#CC1(O)CC(C)N(C)CC1C (stereo unspecified) | 2 | -30 | 2 | 0 | 33 | -1 | 3 | -3 | 12
COc1cccc(C(=O)NCC(=O)OCc2ccc(F)cc2Cl)c1 | 3 | 7 | -2 | 2 | 6 | -1 | -2 | -7 | 1
CCCNC(=O)N(C)c1nncnc1C(=O)NC | 2 | 1 | -3 | 0 | -17 | -1 | 1 | -8 | -1
CO/N=C(/CS(=O)c1ccc(Br)cc1)c1ccc(OC)cc1 (stereo unspecified) | -4 | -5 | 10 | -21 | -8 | 0 | -1 | 3 | -1
Cc1cc(C)c(S(=O)(=O)c2ccccc2)c(OC(=O)c2c(Cl)cccc2Cl)n1 | -2 | -6 | 8 | -5 | -1 | 0 | -2 | 0 | -2
COc1cccc(C2c3c(oc4ccc(Cl)cc4c3=O)C(=O)N2c2cc(C)on2)c1OC (stereo unspecified) | 2 | -30 | -6 | -8 | -5 | 1 | -2 | -12 | 4
